# High-throughput results from PubChem.
# SIAE inh: human SIAE inhibitors, primary screen, biochemical, fluorescence polarization, FP-Rh probe, 1536-well HTS; inhibition, % at 9.66 µM; SIAE FP-Rh probe binding; AID 1053197, 2014; Sialate O-acetylesterase (Homo sapiens), Q9HAT2; 370,000 tested, 0.69% active;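 active = inhibition above a cutoff: mean of compounds within the control limits plus 3 SD of those, cut at about 17% in these data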;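 note: 0% = plate median of compound wells and 100% = probe without SIAE protein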
# Tn6 DDE FP: inhibitors of Tn6 peptide binding to fibrin DD(E), primary screen, biochemical, fluorescence polarization, human fibrin, Tn6 probe; inhibition, % at 8.3 µM; Fibrin DD(E) TRITC-Tn6 fluorescence polarization displacement; Fibrinogen beta chain (Homo sapiens), P02675; AID 720509, 2013; 370,000 tested, 0.21% active;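 active = inhibition above a per-campaign cutoff: mean of compounds within control limits plus 3 SD, cut at about 15% in these data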;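 note: 0% = median of all compound wells on the plate and 100% = blocking peptide control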
# Target sequence (P02675 whole entry, looked up): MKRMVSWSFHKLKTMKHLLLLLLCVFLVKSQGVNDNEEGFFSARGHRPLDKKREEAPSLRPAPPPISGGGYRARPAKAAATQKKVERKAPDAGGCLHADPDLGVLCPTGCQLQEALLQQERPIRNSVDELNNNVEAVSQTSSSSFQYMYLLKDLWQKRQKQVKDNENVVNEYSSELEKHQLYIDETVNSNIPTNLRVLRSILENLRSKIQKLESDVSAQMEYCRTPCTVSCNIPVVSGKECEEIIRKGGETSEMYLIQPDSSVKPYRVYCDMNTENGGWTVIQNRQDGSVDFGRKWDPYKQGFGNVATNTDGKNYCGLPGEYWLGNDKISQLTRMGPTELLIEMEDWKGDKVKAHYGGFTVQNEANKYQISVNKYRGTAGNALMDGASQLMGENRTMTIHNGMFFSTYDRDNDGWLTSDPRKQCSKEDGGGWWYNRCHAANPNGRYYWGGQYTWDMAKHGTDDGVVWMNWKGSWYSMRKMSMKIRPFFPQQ
# ADAM10 inh: human ADAM10 inhibitors, primary screen, biochemical, QFRET, HTS. Disintegrin and metalloproteinase domain-containing protein 10 (Homo sapiens), O14672. recombinant ADAM10, EDANS/DABCYL FRET peptide cleavage, 3 h. inhibition, % at 7 µM. 370,000 tested, 0.62% active. AID 720582, 2013;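 active = inhibition above a per-campaign cutoff equal to the mean of compounds falling between control-based bounds plus 3 SD, cut at about 20% in these data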;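 note: 0% = DMSO wells while the 100% control is not disclosed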
# ARFGAP1 inh: inhibitors of rat ARFGAP1 GAP activity, primary screen, biochemical, fluorescence polarization, GDP tracer. ADP-ribosylation factor GTPase-activating protein 1 (Rattus norvegicus), Q62848. Arfgap1-stimulated ARF1 GTP hydrolysis, GDP FP detection. inhibition, % at 16.5 µM. 360,000 tested, 0.26% active. AID 651572, 2012;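 active = inhibition above a per-plate limit, mean inhibition of low control wells plus 3 SD, cut at about 25% in these data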;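 note: 0% = DMSO wells with enzyme and 100% = wells lacking Arfgap1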
# Target sequence (Q62848 1-136 limits assumed): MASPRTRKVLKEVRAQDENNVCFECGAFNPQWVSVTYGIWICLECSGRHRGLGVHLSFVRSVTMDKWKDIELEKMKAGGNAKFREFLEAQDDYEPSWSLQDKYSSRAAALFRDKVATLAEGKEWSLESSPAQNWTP
#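 Material: rat Arfgap1 GAP domain (His6, aa 1-136), purified enzyme. Also added: human ARF1(Δ1-17)-GTP substrate. Compound dosing: 16.5 µM single point, 1.26% DMSO. Timing: enzyme reaction 120 min at 25 °C after 20 min preincubation. Signal: GDP detection by fluorescence polarization. Read-out basis: percent inhibition of GAP-stimulated GDP formation, scaled between DMSO and no-Arfgap1 medians.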
# ADAM17 inh: ADAM17 inhibitors, primary screen, biochemical, QFRET; Disintegrin and metalloproteinase domain-containing protein 17 (Homo sapiens), P78536; recombinant ADAM17, EDANS/DABCYL FRET peptide cleavage; inhibition, % at 6.95 µM; 370,000 tested, 0.83% active; AID 720648, 2013;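 active = inhibition above the mean of compounds lying between control limits plus 3 SD, set per campaign, cut at about 8.5% in these data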;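 note: 0% = DMSO-only wells as the low control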
# TDP2 inh: human TDP2 enzyme inhibitors, primary screen, biochemical, epi absorbance, recombinant enzyme; T5PNP hydrolysis, p-nitrophenol absorbance 415 nm; 370,000 tested, 0.34% active; Tyrosyl-DNA phosphodiesterase 2 (Homo sapiens), O95551; inhibition, % at 12.8 µM;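 active = inhibition above the mean of all tested compounds plus 3 SD, set per campaign, cut at about 25% in these data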;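 note: 0% = DMSO with enzyme and 100% = buffer with substrate but no TDP2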
# Target sequence (O95551 whole entry, looked up): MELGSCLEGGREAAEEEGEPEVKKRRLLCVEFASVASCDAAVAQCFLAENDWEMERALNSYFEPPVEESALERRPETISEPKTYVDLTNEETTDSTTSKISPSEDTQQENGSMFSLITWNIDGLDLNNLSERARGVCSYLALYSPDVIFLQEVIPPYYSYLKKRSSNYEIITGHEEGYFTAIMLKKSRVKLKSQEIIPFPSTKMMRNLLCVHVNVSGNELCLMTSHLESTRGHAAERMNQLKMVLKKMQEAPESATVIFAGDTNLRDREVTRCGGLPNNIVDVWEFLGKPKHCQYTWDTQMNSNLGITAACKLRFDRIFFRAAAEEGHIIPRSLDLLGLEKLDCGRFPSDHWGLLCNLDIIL
#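 Assay system: recombinant human TDP2 / Reagent: T5PNP substrate at 5 mM, a TopII-DNA adduct mimic / Measured by: epi absorbance from released p-nitrophenol / Evaluation: % inhibition relative to enzyme-containing and enzyme-free wells / Control set: enzyme-free and DMSO wells / Replicates: each compound tested once, singlicate / Schedule: enzyme reaction with compound for 2 h at 37 °C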
# PLCb3 inh: human PLC-beta3 inhibitors, primary screen, biochemical, fluorescence. 1-phosphatidylinositol 4,5-bisphosphate phosphodiesterase beta-3 (Homo sapiens), Q01970. Purified PLC-beta3, fluorogenic substrate. inhibition, % at 12.2 µM. 370,000 tested, 0.18% active; in the data active = inhibition above about 11%;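 note: 0% = median of compound wells on plate and 100% = full blocker control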
# ASAP1 GAP inh: inhibitors of human ASAP1 ArfGAP activity, primary screen, biochemical, fluorescence polarization; inhibition, % at 16.5 µM; ASAP1-stimulated ARF1 GTP hydrolysis, GDP FP detection; 360,000 tested, 0.19% active; Arf-GAP with SH3 domain, ANK repeat and PH domain-containing protein 1 (Homo sapiens), …; in the data active = inhibition above about 25%;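 note: 0% = vehicle with enzyme and substrate and 100% = no enzyme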
# PLC-gamma1 inh: PLC-gamma1 enzyme inhibitors, primary screen, biochemical, fluorescence, purified enzyme. 1-phosphatidylinositol 4,5-bisphosphate phosphodiesterase gamma-1 (Homo sapiens), P19174. fluorogenic substrate. inhibition, % at 12.2 µM. 370,000 tested, 0.84% active; in the data active = inhibition above about 9.5%
# Tn7 DDE FP: inhibitors of Tn7 peptide binding to fibrin DD(E), primary screen, biochemical, fluorescence polarization, human fibrin, Tn7 probe. inhibition, % at 8.3 µM. AID 720508, 2013. FP displacement of FITC-Tn7 peptide from fibrin DD(E); 0% = median of compound wells per plate. 370,000 tested, 0.13% active;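 active = inhibition above the mean of compounds falling within the control limits plus 3 SD of them, cut at about 14% in these data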;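 note: 0% = plate median of compound wells and 100% = 10 µM Aha-Tn7 peptide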
#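 system = human fibrin DD(E) protein | quantity = DD(E) 2 µM final | medium = Tris/NaCl/CaCl2 buffer, pH 7.8 | also added = labelled Tn7 tracer, 0.1 µM | compound dosing = single point at 8.3 µM | timing = compound with protein 10 min, then 3 h after probe, room temperature | signal = FP measurement | benchmarks = Aha-Tn7 high control | repeats = one replicate per compound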
# Numbers without * were called inactive; i = inactive. Random draw from the library. Share with any hit: about 3.6%.
Compound,PLCb3 inh,ARFGAP1 inh,TDP2 inh,SIAE inh,ASAP1 GAP inh,PLC-gamma1 inh,ADAM10 inh,Tn7 DDE FP,ADAM17 inh,Tn6 DDE FP
Cc1ccc(N2C(=O)C3C4C=CC(CNC(=S)Nc5ccc(F)cc5)(O4)C3C2=O)cc1 (stereo not drawn),4.2,15.0,-2.1,2.6,-6.3,0.2,3.0,2.8,2.9,2.7
COC(=O)c1cc(-c2c(C)oc3cc(OC(C)C)ccc3c2=O)c(C)o1,1.1,-0.3,-9.3,-2.0,3.5,8.5,1.3,-5.4,0.7,3.4
Cc1cnc(C(=O)Nc2nnc(SCc3c(Cl)cccc3Cl)s2)cn1,-3.8,6.3,1.0,-1.7,-3.1,-2.9,0.1,-9.6,0.1,-4.3
Cc1csc(SCC(=O)NC2CCCC2)n1,-0.2,17.7,-1.4,-1.6,0.9,3.2,-3.6,-2.6,2.3,-1.9
CCc1cc2c(NCC3CCCO3)ncnc2s1 (stereo not drawn),-3.8,-4.8,5.0,4.7,4.3,-3.5,-29.9,-8.7,-5.3,5.9
O=C1CCc2cc(S(=O)(=O)Nc3ccccc3)cc3c2N1CCC3,-3.3,-4.0,-2.0,0.5,8.1,2.8,-5.0,6.2,-0.5,-2.8
O=C(CCCc1c[nH]c2ccccc12)Nc1ccc(S(=O)(=O)Nc2ncccn2)cc1,-11.7,-3.0,-4.8,0.9,-7.2,-5.3,-2.0,-0.9,-3.9,12.7
Cc1cc(OCC(=O)N2CCCCCC2)ccc1[N+](=O)[O-],3.7,-6.5,1.7,3.6,3.8,0.6,-5.3,-3.4,-2.0,1.3
Cc1c(NS(=O)(=O)c2cc(C(=O)NCc3cccnc3)cc(Cl)c2Cl)c(=O)n(-c2ccccc2)n1C,-7.9,8.8,-12.4,0.7,15.9,-0.6,-2.0,-1.2,1.1,-1.0
CCCCN1CC(COc2ccccc2)Oc2cccc(F)c2S1(=O)=O (stereo not drawn),5.3,-5.0,-0.3,-6.7,-8.7,-0.2,2.5,-0.9,2.1,1.1
CCn1c2ccccc2c(=O)c2ccccc21,-215.2,7.3,-5.4,-3.2,-1.6,-177.3,i,0.9,-427.9,5.0
Cc1ccc(C(=O)CCC(=O)Nc2ccc(C)cn2)cc1,-2.5,-2.3,-18.5,1.6,-14.9,2.4,4.4,-2.4,-1.0,1.0
Cc1ccc(S(=O)(=O)NCCOCCNS(=O)(=O)c2ccc(C)cc2)cc1,1.1,-7.2,4.4,-2.1,-3.6,1.1,2.9,1.2,-2.8,-1.5
COc1cc2c(N3CCOCC3)cc(O)c(CC(=O)Nc3ccccc3)c2cc1OC,-104.4,3.4,2.1,7.3,3.6,-86.4,-339.4,-4.0,-130.8,-4.0
CCCn1c(N)c(C(=O)CSc2nnc(C3CC3)n2-c2ccccc2)c(=O)[nH]c1=O,-6.6,-15.0,1.6,3.5,9.3,-3.9,-7.5,4.7,-3.8,0.4
COc1ccc(NC(=O)CCNC(=O)Cn2cnc3ccccc3c2=O)cc1OC,0.1,-10.0,-6.1,-7.0,5.7,3.2,4.2,-1.8,-0.7,-1.5
COc1cc(NC(=O)c2ccco2)c(OC)cc1NC(=O)Nc1cccc(Cl)c1,-34.7,0.8,7.1,7.7,-1.8,-31.2,-8.9,6.2,-8.9,1.6
CCN(CC(=O)Nc1c(F)cccc1F)C(=O)CCN1C(=O)C2CCCCC2C1=O (stereo not drawn),-4.6,7.6,14.3,6.0,-7.6,0.6,-4.2,1.1,-4.4,1.6
CC1=Nc2ccccc2N=C(NC(=O)c2ccccc2)C1c1ccccc1 (stereo not drawn),2.1,1.6,-6.4,3.7,0.6,5.3,3.4,-1.2,1.0,4.6
COc1ccc(OC)c(NC(=O)c2cc(OC(C)=O)cc(C(=O)Nc3cc(OC)ccc3OC)c2)c1,-18.9,8.2,11.8,16.5,-8.6,-7.2,7.9,3.3,2.0,6.8
S=C(NCc1cccc(Cl)c1)NCc1ccco1,-11.2,10.2,-4.0,4.7,-7.2,-1.6,-5.2,-4.0,1.6,-0.8
Cc1ccc(Nc2nc(NCc3cccs3)nc3ccsc23)c(C)c1,-26.7,2.8,-2.5,-0.3,8.2,-24.0,-4.4,7.7,1.9,5.6
O=C(Cc1ccccc1)N/N=C/c1cccn1-c1ccc([N+](=O)[O-])cc1,2.5,-1.4,-8.6,1.8,-4.6,0.8,11.2,3.9,3.9,-2.7
CC(=O)Nc1ccc(NC(=O)c2nccnc2C(=O)O)cn1,-4.1,1.0,15.3,-6.6,9.3,0.5,2.0,-0.7,-2.1,-3.4
Cc1cc(C)c(C(=O)CSc2nnc(C)c(=O)[nH]2)cc1C,-1.7,-2.9,1.0,-0.2,1.3,-3.9,-1.1,1.1,0.8,-6.3
Cc1cccc(C)c1NC(=O)N1CC(C)OC(C)C1 (stereo not drawn),-3.5,-6.7,-10.2,2.7,3.3,1.8,-10.6,1.4,-2.6,-8.5
O=C(CO/N=C1\CCCc2nonc21)Nc1ccc(Br)cc1,-1.8,1.4,1.2,-4.4,-6.8,-1.6,9.6,-4.8,-0.6,-0.6
COc1ccccc1Oc1ccc(N/C=C/C(=O)C(C)(C)C)cc1,-3.2,5.7,-7.2,5.2,2.8,-0.1,-3.9,4.5,-2.0,1.2
Cc1nc2nc(SCC(=O)NCc3ccco3)nn2c(C)c1Cc1c(F)cccc1Cl,-3.5,2.3,7.7,4.0,8.3,-3.5,-3.9,-6.1,-1.1,-8.8
C=CCn1c2ccccc2c2nn(C)c(=S)nc21,-2.8,7.5,5.9,-7.2,-0.5,0.5,-1.4,-0.1,-1.7,1.7

# Part of the list above in order of molar mass, falling.
Compound,PLCb3 inh,ARFGAP1 inh,TDP2 inh,SIAE inh,ASAP1 GAP inh,PLC-gamma1 inh,ADAM10 inh,Tn7 DDE FP,ADAM17 inh,Tn6 DDE FP
CCCCN1CC(COc2ccccc2)Oc2cccc(F)c2S1(=O)=O (stereo not drawn),5.3,-5.0,-0.3,-6.7,-8.7,-0.2,2.5,-0.9,2.1,1.1
Cc1ccc(Nc2nc(NCc3cccs3)nc3ccsc23)c(C)c1,-26.7,2.8,-2.5,-0.3,8.2,-24.0,-4.4,7.7,1.9,5.6
CC(=O)Nc1ccc(NC(=O)c2nccnc2C(=O)O)cn1,-4.1,1.0,15.3,-6.6,9.3,0.5,2.0,-0.7,-2.1,-3.4

# (continued)
Compound,PLCb3 inh,ARFGAP1 inh,TDP2 inh,SIAE inh,ASAP1 GAP inh,PLC-gamma1 inh,ADAM10 inh,Tn7 DDE FP,ADAM17 inh,Tn6 DDE FP
Cc1cccc(NC(=S)N2CCN(C(=O)c3ccco3)CC2)c1C,-4.5,3.0,-3.0,-9.1,-8.1,-1.7,-0.7,6.6,-0.4,-1.8
O=C(C[C@@H]1C/C=C\C[C@@H](NC(=O)OCC2c3ccccc3-c3ccccc32)C(=O)OCCNC1=O)N[C@@H](CO)Cc1ccccc1,-0.3,-2.0,9.5,2.5,-7.9,-0.9,-9.0,4.8,-5.6,1.5
CC(OC(=O)c1ccccn1)C(=O)Nc1ccc(C(F)(F)F)cc1 (stereo not drawn),-4.7,4.3,1.9,0.0,9.3,-0.6,-13.8,-0.1,-2.8,-3.6
c1cnn(-c2cncc(-n3cccn3)n2)c1,-32.1,-1.0,12.8,-3.7,-6.7,-1.2,-33.8,1.1,-14.0,7.7
COc1ccc(S(=O)(=O)Nc2ccc3c(c2)C(=O)N([C@@H](C)CO)C[C@H](C)[C@H](CN(C)CC2CC2)O3)cc1,2.7,2.0,7.8,-7.5,-6.3,-1.4,-0.3,-4.0,-1.7,0.6
COc1ccccc1NC(=S)NC(=O)c1ccc(-c2ccc(Cl)cc2)o1,-1.0,13.7,-2.7,0.2,5.8,0.7,6.9,-0.4,-2.0,-5.7
Cc1ccc(Cn2nnc3c(=O)n(CC(=O)c4ccccc4)cnc32)cc1,0.7,-4.0,8.2,0.3,-4.6,0.9,-6.0,4.3,-3.7,-9.6
Cc1cccc(-c2cc(N)n(-c3ccccc3)n2)c1,-130.0,7.9,11.8,5.3,-1.9,1.4,1.5,-6.4,1.6,1.2
CCOc1ccc(-n2c(C)cc(/C=N/N(C)C)c2C)cc1,-7.3,3.7,4.2,8.9,-0.9,-5.1,-5.7,1.7,1.4,-4.9
COc1ccc(-c2oc3ccc(-c4cc(OC)c(OC)c(OC)c4)cc3c2C(=O)c2ccc(OC)nc2)cc1,2.3,-1.9,6.0,0.7,-17.4,1.3,-1.1,2.0,-0.3,-4.9
CCN1CCN(C(=O)Nc2ccc(OC)cc2OC)CC1,0.0,-1.9,9.6,3.0,5.6,2.5,0.9,-2.5,-1.2,6.8
COc1ccc(-c2noc(CCC(=O)N3CCN(c4cccc(OC)c4)CC3)n2)cc1,-1.7,12.3,0.7,1.3,0.7,2.4,-15.7,-2.8,-0.7,-7.2
CC(CC(=O)OCC(=O)NCc1ccc(Cl)cc1)c1ccccc1 (stereo not drawn),-3.5,6.3,-18.1,-4.5,-3.9,7.0,0.5,-3.2,10.8*,-1.0
COc1c(/C=N/NS(=O)(=O)c2ccc(C)cc2)c(CCN(C)C(C)=O)cc2c1OCO2,0.3,-1.1,1.6,6.4,-0.2,-1.8,-2.9,-2.2,-2.7,0.4
